Assay outcomes as filed in PubChem.
FXIa inh: human FXIa protease inhibitors, primary screen, biochemical, single compound per well; Coagulation factor XI (Homo sapiens), P03951; inhibition, % at 10 µM; purified human FXIa, fluorogenic AMC substrate cleavage; AID 687, 2007; 0.3% of 33,000 active;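 active means inhibition above 40% in the primary screen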;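 further: 0% = enzyme without compound and 100% = blank wells lacking enzyme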
Target sequence (P03951 19-387 limits assumed): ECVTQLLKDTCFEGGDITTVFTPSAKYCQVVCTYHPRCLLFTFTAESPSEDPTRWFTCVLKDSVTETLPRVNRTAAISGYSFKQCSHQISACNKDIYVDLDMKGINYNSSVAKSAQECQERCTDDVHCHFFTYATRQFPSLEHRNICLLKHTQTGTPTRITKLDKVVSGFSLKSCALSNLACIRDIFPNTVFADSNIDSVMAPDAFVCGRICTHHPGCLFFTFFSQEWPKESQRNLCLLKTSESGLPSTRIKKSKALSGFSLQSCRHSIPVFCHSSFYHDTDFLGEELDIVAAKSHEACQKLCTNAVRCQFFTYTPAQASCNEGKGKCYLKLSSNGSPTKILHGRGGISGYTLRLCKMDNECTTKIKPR
Target sequence (P03951 388-625 limits assumed): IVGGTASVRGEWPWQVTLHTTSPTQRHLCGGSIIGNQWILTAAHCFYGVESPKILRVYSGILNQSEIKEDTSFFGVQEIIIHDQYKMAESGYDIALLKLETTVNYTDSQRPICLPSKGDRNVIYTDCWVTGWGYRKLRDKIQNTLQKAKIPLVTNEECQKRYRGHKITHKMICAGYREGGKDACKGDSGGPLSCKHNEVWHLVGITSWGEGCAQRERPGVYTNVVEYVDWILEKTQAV
FXIIa inh: human FXIIa protease inhibitors, primary screen, biochemical, single well | Coagulation factor XII (Homo sapiens), P00748 | purified human FXIIa, AMC substrate fluorescence, 2 h | inhibition, % at 10 µM | 0.2% of 33,000 active; in the data active means inhibition above about 30%;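 further: 0% = enzyme with vehicle only and 100% = no enzyme blank; many of its hits are not listed in these tables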
* marks the source's active call; other numbers are inactive results.

The first 4 entries, to show the layout:
SMILES	FXIa inh	FXIIa inh
C=CCn1c(SCc2c(C(=O)OC)sc(N)c2C(=O)OC)nnc1-c1ccc(Cl)cc1	-8	7
CCN(CC)S(=O)(=O)c1ccc(F)cc1	-2	3
OCCN(Cc1ccccc1)Cc1ccc(Cl)cc1Cl	5	7
CNC(=O)c1sc(-c2ccccc2)nc1C	-4	1

The whole of this part, from the start:
SMILES	FXIa inh	FXIIa inh
C=CCn1c(SCc2c(C(=O)OC)sc(N)c2C(=O)OC)nnc1-c1ccc(Cl)cc1	-8	7
CCN(CC)S(=O)(=O)c1ccc(F)cc1	-2	3
OCCN(Cc1ccccc1)Cc1ccc(Cl)cc1Cl	5	7
CNC(=O)c1sc(-c2ccccc2)nc1C	-4	1
CCOC(=O)c1sc2nc(CC(=O)OC)nc(NCc3ccc(Cl)cc3)c2c1C	-4	3
Cn1ccs/c1=N\S(=O)(=O)c1ccc(F)cc1	3	7
C=C1c2ccccc2NC(=O)N1c1ccc(C)cc1	6	0
COc1cc(S(=O)(=O)Nc2ccccc2)ccc1NC=O	3	-3
CN1CC(=O)N(CC(=O)Nc2ccc(N(C)C)cc2)c2ccccc2C1=O	6	9
COc1ccc(/C(N)=N/OC(=O)c2ccc(C)c([N+](=O)[O-])c2)cc1	-2	-3
Cc1cc(C)nc(/N=C(/NC(=O)c2ccccc2)Nc2ccccc2)n1	6	7
COC(=O)CC1C(=O)NCCN1C(=O)Nc1ccc(Cl)cc1 (configuration not stated)	-9	10
COC(=O)c1ccc(/C=N/OCC(=O)NC2CCCC(C)C2C)cc1 (configuration not stated)	0	-7
Cc1nc2sc(C(c3ccco3)N3CCC4(CC3)OCCO4)c(O)n2n1 (configuration not stated)	6	7
COCCCN1C(=O)c2ccc(C(=O)Nc3ccc(OC)cc3)cc2C1=O	-62	-9
Cc1cccc(-n2nnnc2SCn2nnc3ccccc3c2=O)c1	-1	7
Cc1cccc(N(CC(=O)N=Nc2c(O)[nH]c3ccccc23)S(C)(=O)=O)c1C	-10	7
Cc1ccc(NCc2nnc(SCC(=O)Nc3cccc(O)c3)n2CC2CCCO2)c(C)c1 (configuration not stated)	6	5
COc1ccc(OC)c(N(CC(=O)N2CCC(C)CC2)S(=O)(=O)c2ccccc2)c1	-6	2
CCCN(CCC)C(=O)c1c(NC(=O)CC)sc2c1CCCCC2	-1	8

Single records, from the list above. Order of values: FXIa inh | FXIIa inh
COc1ccc(OC)c(N(CC(=O)N2CCC(C)CC2)S(=O)(=O)c2ccccc2)c1 as listed: -6 | 2
Cc1cc(C)nc(/N=C(/NC(=O)c2ccccc2)Nc2ccccc2)n1 as listed: 6 | 7
Cc1cccc(N(CC(=O)N=Nc2c(O)[nH]c3ccccc23)S(C)(=O)=O)c1C as listed: -10 | 7
COCCCN1C(=O)c2ccc(C(=O)Nc3ccc(OC)cc3)cc2C1=O as listed: -62 | -9
COC(=O)c1ccc(/C=N/OCC(=O)NC2CCCC(C)C2C)cc1 (configuration not stated) as listed: 0 | -7

Remaining list, next part:
SMILES	FXIa inh	FXIIa inh
CC(=O)c1cccc(NC(=O)NCc2ccccn2)c1	-1	3
O=C(NCCc1ccccc1)c1cccnc1N1CCCCCC1	-2	6
N#CCSc1ncccc1-c1nc2ccccc2[nH]1	-3	3
Cc1ccc(OC(=S)Nc2ccc(O)cc2)cc1	-1	3
Cc1ccc2oc(=O)c3cnn(CC(=O)N(CCN(C)C)Cc4ccco4)c3c2c1	5	6
CCn1c(CNc2ccc(Cl)cc2)nnc1SCc1ccc(C)cc1	4	6
Cc1ccc(NC(=O)C2CCCN2C(=O)Oc2ccccc2)cc1C (configuration not stated)	-5	3
COc1ccc(NC(=O)CCn2nnc(-c3ccc(C)cc3)n2)cc1OC	0	3
CCn1c(C)[n+](CC(O)COCC2CC=CCC2)c2ccccc21 (configuration not stated)	-7	-2
CCOC(=O)C1=C(C)NC2=C(C(=O)CC(C)(C)C2)C1c1ccsc1 (configuration not stated)	1	3
CCOC(=O)C1=C(C)N(C)C(=O)NC1c1ccc(C)s1 (configuration not stated)	-2	4
O=c1cc(CSc2nnc(COc3ccccc3Cl)o2)nc2sccn12	2	6
CCC1(C)Cc2c(sc3c2c(=O)n(C)c2nnc(SCCc4ccccc4)n32)CO1 (configuration not stated)	-5	4
COc1ccc(N2CCN(C(=O)CCNS(=O)(=O)c3cccs3)CC2)cc1	-2	-5
NNC(=O)Cn1c(SCc2ccccc2)nc2ccccc21	0	6
CCOC(=O)C1=C(N)N2C(=O)C(C)SC2=C(C(=O)OC)C1c1ccccc1OC (configuration not stated)	5	-15
COc1ccccc1-c1cc(C(=O)NCCc2ccccc2)no1	-7	-2
CCOC(=O)c1cnc(SCC(C)C)nc1N	-15	6
COc1ccccc1OCCc1nnc(N)s1	-4	3
OCCN(Cc1ccccc1)Cc1cccc(Cl)c1Cl	-6	4
CCNc1nc(Oc2ccc(=O)[nH]n2)nc(N2CCOCC2)n1	-6	4
CCC(=O)Nc1ccc(S(=O)(=O)N2CCCCC2)cc1OC	-9	3
CCC(=O)N1CCc2cc(S(=O)(=O)NCCCN(CC)Cc3ccccc3)ccc21	2	-1
C=CCN(CCNP(=O)(OCC)OCC)CP(=O)(OCC)OCC	-2	4
COC(=O)c1ccc(-c2nc(-c3ccc(Br)o3)no2)cc1	-2	6
CCOc1cc2nc(-c3ccc(OC)c(OC)c3)nc(N3CCOCC3)c2cc1OC	-2	5
CCN1CCN(C(=S)c2ccc(Cl)c(Cl)c2)CC1	9	3
O=C(c1ccc2c(c1)OCO2)N1CCCC1	1	-2
O=C1CSC(c2cn(-c3ccccc3)nc2-c2cc3ccccc3oc2=O)N1Cc1ccccc1 (configuration not stated)	16	-28
CCCCCCCCOC(=O)CCc1c(C)[nH]c(=S)[nH]c1=O	33	-13

Laid out differently: entries from further up.
FXIa inh | FXIIa inh | Compound
2 | -1 | CCC(=O)N1CCc2cc(S(=O)(=O)NCCCN(CC)Cc3ccccc3)ccc21
1 | -2 | O=C(c1ccc2c(c1)OCO2)N1CCCC1

Carrying on.
SMILES	FXIa inh	FXIIa inh
Cc1ccc(C(=O)c2ccc([N+](=O)[O-])cc2)c(C)c1	-5	0
COc1cc(C(=O)Nc2nnc(CC(=O)N3CCOCC3)s2)cc(OC)c1OC	2	8
O=C(C1CCC(CNS(=O)(=O)c2cccc3cccnc23)CC1)N1CCc2ccccc21 (configuration not stated)	-15	-18
CCCS(=O)(=O)N1CCN(C(=O)c2ccc(-c3ccccc3)cc2)CC1	3	2
Cc1nc2cc(CO)ccc2n1C	-6	5
CC(=O)Nc1nnc(SCc2ccccc2F)s1	-7	5
CCc1c(C)sc(NC(=O)CC#N)c1C#N	-1	8
Cn1cc(C(=O)c2ccc(Cl)cc2Cl)cc1C(=O)N/N=C(\N)COc1ccccc1	-3	5
COc1ccc(-c2nnn(CC(=O)c3c[nH]c4ccccc34)n2)cc1OC	-4	4
CCOc1cc2[nH]c(=S)n(C(C)C)c(=O)c2cc1OCC	-8	10
COc1cc(C(=O)Oc2cccc(C=O)c2)cc(OC)c1OC	4	11
CC(=O)Nc1ccc(S(=O)(=O)N2CCN(CCCOc3cc(C)ccc3C)CC2)cc1	-2	6
O=C(CS(=O)c1ccc(C(F)(F)F)cc1[N+](=O)[O-])Oc1ccc(Cl)cc1 (configuration not stated)	4	19
CCc1nc2c(cnn2-c2ccc(F)cc2)c(=O)n1-c1ccc(N2CCC(C)CC2)cc1	2	2
Cc1ccnc(NS(=O)(=O)c2ccc(Oc3ccccc3)cc2)c1	8	5
CSc1nc2ccc(Cl)cc2[nH]1	-5	6
Cc1ccc(NC(=O)CSc2ncn(-c3ccccc3)n2)cc1C	12	4
Cc1noc(C)c1S(=O)(=O)Nc1ccc(C(=O)N2CCN(c3cccc(Cl)c3)CC2)cc1	-2	4
Cc1ccc(C(=O)C2C(=O)c3ccccc3C2=O)cc1	-7	7
O=C(Nc1ccccc1)c1cc(-n2cnnc2)ccc1Cl	2	0
O=C(CNS(=O)(=O)c1ccc(F)cc1)N1CCN(c2ccc(F)cc2)CC1	1	5
Cc1nc2cc(C(=O)O)ccc2n1C1CCCCC1	4	7
Cc1ccc(N=C(NOCc2ccc(Cl)cc2Cl)c2nonc2N)c(C)c1	0	1
Cc1c(S(=O)(=O)N2CCN(C(c3ccccc3)c3ccccc3)CC2)c(=O)n(C)c(=O)n1C	14	11
O=C(NCc1ccco1)C(C(=O)c1ccccc1)n1ccccc1=O (configuration not stated)	-8	5
O=C(Nc1ccc2c(c1)OCCO2)C1CCCN(S(=O)(=O)Cc2ccccc2)C1 (configuration not stated)	5	6
COC(=O)CCS(=O)(=O)c1ccc(Cl)cc1	-6	6
COc1cc(SC)ccc1C(=O)Nc1ccccc1	1	3
Cc1onc(-c2ccccc2)c1C(=O)N1CCN(C)CC1	-6	4
COc1ccc2nc(C)cc(SCC(=O)O)c2c1	-9	7
COC(=O)Cc1c(C)nc2nc(NCc3ccccc3OC)[nH]n2c1=O	5	4
Cc1cnn(C(=S)NCCc2ccccc2)c1	-1	0
O=C(CCSc1ccccc1)N1CCN(C(=O)c2ccco2)CC1	9	4
COc1ccc(N2C(=O)CC(N3CCC(O)(c4ccc(Cl)cc4)CC3)C2=O)cc1 (configuration not stated)	-4	9
c1ccc(-c2noc(-c3cccc4ccccc34)n2)cc1	2	11
Cc1c(C(=O)O)sc(=S)n1-c1ccccc1	0	10
CSc1nc(C)cc(C)c1C(N)=O	3	3
Cc1cc(NC(=O)c2cnn3c(C(F)F)cc(C4CC4)nc23)no1	-1	6
CCOc1ccccc1-n1c(CNc2ccc(F)cc2)nnc1SCC(=O)NCc1ccco1	-2	-3
O=C(NCCN1CCOCC1)c1ccccc1-c1ccccc1	-6	3
CCc1sc(NS(C)(=O)=O)nc1-c1ccccc1	6	5
CCOc1ccc2nc(-c3ccccc3)[nH]c2c1	-8	-1
CNC(=O)c1ccccc1F	11	1
Cc1nn(-c2cc(N3CCCCCC3)ccc2[N+](=O)[O-])c(=O)c2ccccc12	-3	5
CCn1c(SCC(=O)Nc2sc3c(c2C#N)CCCC3)nnc1-c1ccco1	31	-15
O=C1CC(c2ccco2)CC(O)=C1C=Nc1cc(Cl)cc(Cl)c1 (configuration not stated)	-11	5
CCS(=O)(=O)n1nc(-c2ccccc2)nc1NCc1ccco1	4	-21
CCCCn1nnnc1SCC(=O)c1cc(Cl)ccc1OC	22	-10
CCOc1cccc(=O)c2c(C)oc(C)c12	2	-2
COC(=O)C1=C(Nc2ccc(OC)cc2)C=C(C)C(C(=O)OC)C1c1ccc(C)cc1 (configuration not stated)	11	5
Following part:
SMILES	FXIa inh	FXIIa inh
COc1ccc(-c2nsc3c(N4CCCCC4)ncnc23)cc1	0	8
CCOc1cccc(N2C(=O)CC(N3CCN(c4nc5ccccc5s4)CC3)C2=O)c1 (configuration not stated)	-1	10
CCn1c(CNc2ccc(C(=O)O)cc2)nc2ccccc21	19	-7
COc1ccc2ccccc2c1CN1CCN(Cc2ccccc2)CC1	5	4
Cc1ccc(Nc2ccc(C(=O)O)cc2N)cc1	3	0
CN1CCN(S(=O)(=O)c2ccc(NC(=O)c3csc4ccccc34)cc2)CC1	-6	8
CCN(CC)C(=O)c1sc(NC(=O)Cc2ccc(OC)cc2)c(C#N)c1C	-9	-1
O=S1(=O)c2ccccc2N=NN1Cc1ccc(Cl)c(Cl)c1	-1	3
Cc1occc1C(=O)Nc1sc2c(c1C(N)=O)CCC(C(C)(C)C)C2 (configuration not stated)	-13	3
c1ccn(-c2ccc(N3CCOCC3)cc2)c1	-2	7
CCOC(=O)N1CCN(C(=O)CN(C2CCCCC2)S(=O)(=O)c2ccc(F)cc2)CC1	-1	3
CCS(=O)(=O)N1CCN(C(=O)c2cccc(OC)c2)CC1	-3	5
CCCCCCCOc1ccc(OC(=O)c2cccnc2)cc1	1	5
O=C(CN1C(=O)CSC1=O)Nc1ccc(C(=O)O)cc1	4	3
Cc1onc(-c2c(F)cccc2Cl)c1C(=O)Nc1nc2ccccc2[nH]1	1	4
Cc1[nH]n(-c2cccc(Cl)c2)c(=O)c1/C=N/n1c(C)nc2ccccc2c1=O	-4	0
N#CC1=C2SCN(Cc3ccco3)CN2C(=O)CC1c1ccccc1F (configuration not stated)	-1	6
CC(C(N)=O)N1C(=O)c2cccc3cccc1c23 (configuration not stated)	5	4
CC(=O)N1CCc2cc(S(=O)(=O)NCCN3CCC(C)CC3)ccc21	-6	2
Cc1ccc(N/C(CSC(N)=O)=N\S(=O)(=O)c2ccc(C)cc2)cc1	-5	7
CN(C)c1nc(N)nc(CSc2nnnn2-c2ccc(F)cc2)n1	16	-12
Cc1occc1C(=O)Nc1cc(=O)n(C)c(=O)n1C	2	7
c1ccc2c(c1)NC1(CCCCCC1)n1c-2nc2ccccc21	-11	-3
Cc1ccc(Cl)cc1-n1c(=O)cc(N2CCN(C(=O)c3ccco3)CC2)[nH]c1=O	-2	3
CNC(=O)C1CC(=O)N(CCCc2ccccc2)C(=Nc2ccccc2)S1 (configuration not stated)	6	8
Cc1ccc(N=Cc2c(O)n(C)c(=O)n(C)c2=O)nc1	4	6
Cn1cccc1-c1nc2ccc(NC(=O)c3ccccc3)cc2[nH]1	1	-12
Cc1cccc(OCc2nc(C)cc(=O)[nH]2)c1	-2	3
C=CCC(NCc1ccco1)c1ccc(OC)c(OC)c1 (configuration not stated)	4	4
CC1CCN(C(C(=O)Nc2ccc(C(C)C)cc2)c2ccc3c(c2)OCO3)CC1 (configuration not stated)	1	1
CCN1C(=O)N/C(=C/c2ccc(Sc3ccc(C)cc3)o2)C1=O	3	2
CC(=O)Nc1ccc(OCC(=O)NC(C)C(C)C)cc1 (configuration not stated)	-14	-15
CC(C)CC(c1nnnn1C(C)C)N1CCN(c2ccccc2)CC1 (configuration not stated)	6	3
CCOC(=O)CC(=O)CSc1ncnc2c1oc1ccccc12	-2	5
Nc1c2c(nc3ccccc13)CCC2	-3	9

Only part of the results is shown; rates above refer to the full screens.
